Compound activity from PubChem BioAssay.
PME-1 primary: blocks human protein phosphatase methylesterase 1; Q9Y570; recombinant PME-1, FP-Rh probe fluorescence polarization; inhibition, % at 5.9 µM; 320,000 tested, 0.53% active;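 active means inhibition above the campaign mean of all compounds plus 3 SD, cut at about 26% in these data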;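 further: competitive labeling of PME-1 active site by serine hydrolase directed probe; 0% = PME-1 with DMSO and 100% = wells lacking PME-1 enzyme; inhibitors block probe labeling so polarization falls and inhibition rises; many of its hits are not listed in these tables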
Target sequence (Q9Y570 whole entry, looked up): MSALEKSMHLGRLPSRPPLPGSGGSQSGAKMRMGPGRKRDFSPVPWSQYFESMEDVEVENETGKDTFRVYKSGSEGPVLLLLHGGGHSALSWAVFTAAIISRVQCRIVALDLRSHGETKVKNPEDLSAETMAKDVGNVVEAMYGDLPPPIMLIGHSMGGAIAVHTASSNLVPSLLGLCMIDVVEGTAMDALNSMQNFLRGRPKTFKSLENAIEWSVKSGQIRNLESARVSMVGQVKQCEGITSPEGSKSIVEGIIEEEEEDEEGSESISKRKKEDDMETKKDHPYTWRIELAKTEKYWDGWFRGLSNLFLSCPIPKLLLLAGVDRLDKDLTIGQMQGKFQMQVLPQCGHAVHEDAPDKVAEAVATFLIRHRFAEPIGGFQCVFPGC
MCL1 BIM primary: inhibitors of human MCL1 binding to BIM-BH3 peptide | inhibition, % at 10.9 µM | GST-MCL1 / FITC-Bim-BH3 fluorescence polarization | AID 2057 | 320,000 tested, 0.68% active | Q07820;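 active means inhibition above the mean inhibition of all tested compounds plus 3 SD, set per campaign, cut at about 40% in these data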;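 further: 0% = DMSO wells and 100% = unlabeled Bim-BH3 peptide control; higher means more loss of mP so more displacement of Bim peptide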
PAD4 inh: blocks human protein arginine deiminase 4 | inhibition, % at 6.36 µM | 330,000 tested, 0.41% active | Q9UM07 | recombinant PAD4, RCA probe fluorescence polarization;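 active means percent inhibition above a cutoff equal to the mean of all tested compounds plus 3 SD, cut at about 15% in these data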;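 further: 0% = PAD4 with RCA probe and DMSO and 100% = probe without PAD4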
Fam108B inh: Fam108B inhibition, counter-screen for RBBP9 inhibitors | recombinant Fam108B, FP-Rh probe fluorescence polarization | inhibition, % at 9.51 µM | 300,000 tested, 0.33% active | AID 1947;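 active means inhibition above the screen mean inhibition plus 3 SD, computed separately per campaign, cut at about 18% in these data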;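 further: inhibitors lower polarization as less probe binds the enzyme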
MEX-5 binding: C. elegans MEX-5 TCR-2 RNA binding activity | 300,000 tested, 0.38% active | activity score (negative = inhibition of binding), % at 10 µM | MEX-5/FITC-TCR2 RNA binding, fluorescence polarization; active compounds read low | Q9XUB2;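 active means inhibition past about -25% in most replicates, and total fluorescence under double the plate's negative control median, limit read from the data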;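 further: 0% = DMSO and -100% = 5 µM competing unlabeled TCR2 RNA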
Bcl-xL primary: inhibitors of human Bcl-xL; Q07817; GST-Bcl-xL / FITC-Bim BH3 peptide fluorescence polarization; inhibition, % at 10.9 µM; 320,000 tested, 0.7% active; AID 2129;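 active means inhibition above the mean of all tested compounds plus 3 SD, cutoff set per campaign, cut at about 30% in these data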;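 further: 0% = DMSO wells and 100% = unlabeled Bim-BH3 peptide competitor; inhibitors lower millipolarization by displacing the labeled peptide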
Target sequence (Q07817 whole entry, looked up): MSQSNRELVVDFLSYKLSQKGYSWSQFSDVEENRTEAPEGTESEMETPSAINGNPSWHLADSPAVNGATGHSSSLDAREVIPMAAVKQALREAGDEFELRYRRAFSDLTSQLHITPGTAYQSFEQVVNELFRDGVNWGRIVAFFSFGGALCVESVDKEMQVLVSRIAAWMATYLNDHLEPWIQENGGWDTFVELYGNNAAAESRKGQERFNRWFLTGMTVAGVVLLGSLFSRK
GLD-1 RNA inh: GLD-1-TGE RNA interaction inhibition (C. elegans); Q17339; 320,000 tested, 0.44% active; purified GLD-1 + fluorescein TGE RNA, fluorescence polarization; inhibition, % at 5.96 µM;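 active means percent inhibition above a per-plate cutoff, the plate mean of test compounds plus 3 SD, cut at about 30% in these data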;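 further: 0% = DMSO wells with GLD-1 and probe and 100% = wells lacking GLD-1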
Target sequence (Q17339 whole entry, looked up): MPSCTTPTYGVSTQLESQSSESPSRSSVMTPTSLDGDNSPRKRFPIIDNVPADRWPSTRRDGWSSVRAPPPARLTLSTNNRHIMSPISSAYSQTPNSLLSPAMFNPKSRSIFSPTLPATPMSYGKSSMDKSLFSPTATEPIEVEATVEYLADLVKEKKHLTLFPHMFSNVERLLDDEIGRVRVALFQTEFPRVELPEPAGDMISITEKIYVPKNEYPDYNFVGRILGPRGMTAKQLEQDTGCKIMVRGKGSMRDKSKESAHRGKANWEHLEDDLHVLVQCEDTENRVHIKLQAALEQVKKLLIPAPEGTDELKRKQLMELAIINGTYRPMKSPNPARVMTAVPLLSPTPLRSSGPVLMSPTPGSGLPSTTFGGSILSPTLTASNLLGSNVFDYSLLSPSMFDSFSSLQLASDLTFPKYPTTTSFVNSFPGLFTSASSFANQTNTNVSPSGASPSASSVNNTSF
GSTO1 inh: counter-screen for RBBP9 inhibitors: inhibitors of human GSTO1. P78417. recombinant GSTO1, activity-based probe fluorescence polarization. inhibition, % at 5.96 µM. 300,000 tested, 1.1% active;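 active means inhibition above the campaign mean inhibition plus 3 SD, cut at about 35% in these data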;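 further: 0% = GSTO1-1 with DMSO and 100% = wells lacking GSTO1-1 enzyme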
TPT1 inhibitor: blocks Candida albicans tRNA 2'-phosphotransferase. recombinant caTPT1, FP RNA substrate dephosphorylation. 300,000 tested, 0.81% active. AID 1962. inhibition, % at 5 µM;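 active means inhibition above the mean of all tested compounds plus 3 SD, set per screening campaign, cut at about 24% in these data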;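 further: plate controls were DMSO alone for no effect and ferristatin control at 100 nM for full effect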
The depositor's hits bear a star; / = no result given. Only part of the results is shown; count on the stated rates, not on these rows.

SMILES	PME-1 primary	MCL1 BIM primary	PAD4 inh	Fam108B inh	MEX-5 binding	Bcl-xL primary	GLD-1 RNA inh	GSTO1 inh	TPT1 inhibitor
CC1(C)CC(=O)CC(=NCC(=O)O)C1	-3	3	-1	1	-2.6	6	2	9	2
Cc1cc(/C=N/n2cnnc2)c(C)n1-c1cccc(Cl)c1	-8	2	-3	5	0.4	9	-5	-5	4
Cc1cc(C(=O)N2CCCc3ccccc32)no1	3	4	-8	-4	1.3	0	0	-5	0
C=CCOc1ccc(/C=C/C(=O)OCC(=O)NCc2ccco2)cc1	1	1	2	0	-2.0	0	8	5	-1
CC(NC(=O)c1cccc(C(F)(F)F)c1)C1CCCO1 (configuration not stated)	-9	7	-4	-1	-1.3	0	-7	-6	1
NC(C(=O)O)C1CC(Cl)=NO1 (configuration not stated)	0	2	-4	-3	2.0	0	3	-1	-5
CN1CCCN(C(=O)c2ccc(Br)cc2)CC1	-6	-6	-2	-4	-0.8	6	-2	4	3
CCc1ccccc1NC(=S)N(CCCN1CCN(C)CC1)Cc1cccs1	0	1	-3	5	1.9	6	-9	8	-3
COc1ccccc1N1CCN(C(=O)CSc2ncccc2-c2nc3ccccc3[nH]2)CC1	-9	-7	-14	-3	1.1	-2	1	-1	13
CN(CC(=O)Nc1cccc(F)c1)C(=O)Cn1c(=O)oc2ccccc21	-3	5	2	/	/	4	-1	/	/
CC(C)c1cc(=O)oc2c3c4c(cc12)CCCN4CCC3	-7	18	-7	-3	-7.3	26	44*	-5	29*
COc1ccc(Cn2nnnc2C(c2ccc(N(C)C)cc2)N2CCC(C)CC2)cc1 (configuration not stated)	-1	12	4	3	14	13	4	9	2
O=C(COc1ccc([N+](=O)[O-])cc1)N1CCN(c2nnc(-c3ccccc3)c3ccccc23)CC1	1	3	-1	1	0.6	-12	0	1	-2
O=C(Cc1ccc(Br)cc1)N1CCN(c2ccc(F)cc2)CC1	2	4	1	4	-0.9	3	-1	0	-2
Brc1ccccc1-c1cnco1	1	2	2	-2	/	0	9	7	2
CC(C)Oc1ccc(C2CC(=O)N(c3ccc(N(C)C)cc3)C2=O)cc1 (configuration not stated)	0	-3	0	3	1.6	0	-3	3	1
CC(C)c1onc(C(=O)N2CCCCC2C)c1[N+](=O)[O-] (configuration not stated)	5	0	-1	-5	2.7	-1	3	1	2
CC(C)=CC1C(C(=O)Nc2ccc(Br)cn2)C1(C)C (configuration not stated)	0	1	-3	0	-1.4	2	5	3	0
Cc1cc(C)cc(NC(=O)c2ccc(CN3CCc4ccccc4C3)cc2)c1	-5	3	-4	1	-0.4	0	11	3	-3
C=C(C)COc1ccc2c(C)c(CC(=O)OC)c(=O)oc2c1C	-1	-5	3	5	/	1	3	-2	0
CCOc1cccc2sc(N(CCN(C)C)C(=O)c3cc4ccccc4cc3OC)nc12	0	5	-3	-3	0.8	2	3	-9	-2
O=c1[nH]c(SCCOc2ccccc2F)nc2ccccc12	5	5	-2	1	0.2	5	3	-23	-4
CC(C)NC(=O)CN(C(=O)CCC(=O)Nc1nccs1)c1ccc2c(c1)OCO2	1	1	-5	0	-3.0	-3	2	0	-1
Cc1n[nH]c(C)c1-c1nc2ccccc2[nH]1	6	3	2	-3	0.8	3	-4	-3	-2
Cc1ccc2c(C)nc(SC(C(=O)c3ccccc3)c3ccccc3)nc2c1 (configuration not stated)	-8	3	-1	-1	-1.9	6	5	6	-2
COc1ccc(CCNC(=O)CSc2cn(Cc3ccccc3)c3ccccc23)cc1OC	5	4	3	-1	-0.5	2	4	4	-1
CCOC(=O)C1=C(C)N(CCCC(=O)O)C(=O)NC1c1ccc(OC)cc1 (configuration not stated)	-4	-3	-4	-2	1.0	3	17	-1	-1
C/C(=N\O)C(C)NC(=O)c1ccccc1 (configuration not stated)	6	2	-3	0	0.6	0	4	1	-1
CCOc1ccc(CCNC(=O)c2cccc(S(=O)(=O)N3CCCCC3)c2)cc1OCC	6	4	-7	7	0.3	1	1	6	1
Cc1ccccc1-n1nnnc1SCC(=O)Nc1ccc(N2CCN(C)CC2)cc1	-4	6	0	-2	4.5	8	-2	5	-1
Cc1ccc(C(=O)N/N=C(/CC(=O)c2cccs2)C(F)(F)F)cc1	3	-4	1	2	-0.2	0	5	12	5
Cc1c(CCO)c(=O)n(-c2ccccc2)n1S(=O)(=O)c1c(Cl)cc(Cl)cc1Cl	22	0	-5	-1	0.6	-4	-2	37*	4
COc1ccc(C2CC(=O)c3cnn(-c4nc(C)cc(C)n4)c3C2)cc1 (configuration not stated)	-2	-4	0	2	-0.3	-1	-1	-3	2
CCOc1ccccc1NC(=O)CCC(=O)O	-4	3	-7	-1	1.4	2	8	-3	2
O=C(O)c1cc2c(cc1NC(=O)c1c(F)cccc1F)OCCCO2	1	-10	1	-1	-1.4	2	5	-13	-3
O=C(CSc1nnc(-c2ccncc2)n1-c1ccc(F)cc1)NC(=O)NCc1ccco1	8	6	-2	-2	1.5	1	2	-8	3
O=C(NCCc1ccccc1)c1ccc(-c2ccccc2C(F)(F)F)o1	-5	3	-1	-2	/	12	8	-1	0
O=C(CCCN1C(=O)S/C(=C/c2ccccc2)C1=S)Nc1ccc(C(=O)O)cc1	4	-16	1	1	-0.4	-11	-15	-3	19
CN(CCCNC(=O)Cn1cc2c(n1)CCCC2)C1CCCCC1	0	1	3	0	0.8	4	2	3	-1
O=C(CSc1nnc(Cc2ccccc2)n1-c1ccccc1)N1CCOCC1	0	1	1	3	2.6	3	0	3	0
CCC(OC(=O)c1nsc(Cl)c1Cl)C(=O)NCCOC (configuration not stated)	3	6	4	-2	2.8	6	9	6	-3
Cc1noc(C)c1C(=O)Nc1nc(-c2ccc([N+](=O)[O-])cc2)cs1	1	10	-1	2	-2.3	4	4	2	-1
ONC(=Nc1ccccc1)c1ccc(Cl)cc1	-9	-1	-2	1	1.6	-2	1	-1	-1
CC(C)N(Cc1ccccc1)S(=O)(=O)N(C)C	-3	6	5	2	1.3	1	0	0	-1
Cc1cc(Nc2ccc(C)c(F)c2)n2ncnc2n1	-10	-11	-1	2	1.9	-2	0	4	2
CCC(C)(C)n1nnnc1CN1CCSCC1	1	5	-4	-3	0.0	-1	2	0	2
CCNC(=O)Cc1ccc(S(=O)(=O)N2CCOCC2)s1	-1	13	0	/	/	11	4	/	/
CC(C)N1CCN(C(=O)c2ccc([N+](=O)[O-])cc2)CC1	2	1	3	-2	1.1	-1	3	0	-1
CCCCc1ccc(Nc2ncnc3nc[nH]c23)cc1	6	5	5	2	4.7	3	6	3	0
COc1ccc(C(=O)NCC(=O)OCc2cccc(Br)c2)cc1	3	5	-5	-5	-0.7	-4	-3	5	3
COc1ccc(/C=C2\SC(=S)N(CCC(=O)Nc3cccc(O)c3)C2=O)cc1OC	-15	-1	-5	-9	1.6	-2	-12	-1	1
CNC(=O)C1(C(F)(F)F)C/C(=C\CCO)CCCO1 (configuration not stated)	-4	1	-2	4	0.1	1	12	4	-2
CC(=O)Nc1ccc(OC(=O)c2cc3cc(Br)cc(Br)c3oc2=O)cc1	-3	7	1	3	-2.2	4	-1	3	1
O=C(NNC(=O)c1cc(Cl)ccc1O)c1ccc(NS(=O)(=O)c2cccs2)cc1	-5	9	-2	7	-9.7	16	7	13	-3
O=C(/C=C/c1cccc([N+](=O)[O-])c1)NCCc1ccc(F)cc1	-7	1	-3	-2	-1.5	0	6	0	1
Cc1ccc2c(CN3CCCCC3)cc(=O)oc2c1	-7	0	-1	3	0.8	1	5	17	-1
CCOc1ccccc1-n1c(SCC(=O)N(C(C)C)C(C)C)nnc1-c1cccnc1	3	-2	0	-1	2.6	6	5	-1	-6
COc1ccccc1C(NC(=O)CC(C)C)c1c(O)ccc2ccccc12 (configuration not stated)	9	4	0	0	-1.5	1	-1	-6	2
CCCn1c(C(C)NS(=O)(=O)c2ccccc2)n[nH]c1=S (configuration not stated)	-9	-15	1	-7	-1.1	1	9	9	-2
C=C1C(=O)C=C[C@]2(C)C[C@@H]3OC(=O)[C@](C)(O)[C@H]3C[C@@H]12	2	2	0	-1	0.9	8	-2	2	-1

More structures:
SMILES	PME-1 primary	MCL1 BIM primary	PAD4 inh	Fam108B inh	MEX-5 binding	Bcl-xL primary	GLD-1 RNA inh	GSTO1 inh	TPT1 inhibitor
Cc1c(NC2=CC(=O)CCC2)c(=O)n(-c2ccccc2)n1C	2	7	0	0	-2.2	6	-6	1	1
CCCn1c(SC(C)C(=O)NCC2CCCO2)nc2sc3c(c2c1=O)CCC3 (configuration not stated)	0	2	0	-2	-0.9	4	3	-4	4
COc1cc(CNCC2CCCO2)ccc1OCC(N)=O (configuration not stated)	5	2	-4	-1	0.9	6	0	4	-1
O=C(NCCCn1ccnc1)C1CCN(S(=O)(=O)c2ccc(F)cc2)CC1	15	-4	-1	-3	1.5	3	-4	2	-2
CCN(CC)C(=O)CSc1nc2nc(C)cc(C)c2c(=O)[nH]1	5	1	-3	1	0.8	2	-4	-5	0
CS(=O)(=O)c1ccc(NC(=O)c2ccc3c(c2)S(=O)(=O)N=C2CCCCCN23)cc1	0	6	1	-1	0.9	6	7	-5	0
O=C(CN1CCN(C(=O)c2ccco2)CC1)NCc1ccc(Cl)cc1	6	-1	-4	7	0.0	-5	7	10	5
Cc1ccc(S(=O)(=O)N/N=C/c2ccccc2O)cc1	-1	1	-4	-1	-2.4	1	-1	1	-2
CC(C)CC1Nc2ccc(C(=O)NCCCN3CCCCC3C)cc2NC1=O (configuration not stated)	-7	3	1	2	2.8	6	-1	-5	0
Cc1ccc(NC(=O)COC(=O)CNC(=O)c2ccc(Br)cc2)c(C)c1	-3	9	-3	-1	-3.3	7	-3	9	-5
CCOC(=O)C1=C(c2ccccc2)Nc2ncnn2C1c1cccc(O)c1 (configuration not stated)	-4	7	2	0	-2.8	3	-3	-6	2
CC(C)c1c(O)nc(SCc2ccc(F)cc2)[nH]c1=O	2	-6	-2	1	-1.6	3	2	12	-1
COc1ccc(CCNC(=O)c2cccs2)cc1OC	-1	-2	0	3	2.9	0	-5	1	-1
O=C(C1=C[C@H](c2ccccc2)C[C@H](OCc2ccc(CO)cc2)O1)N1CCOCC1	-1	7	0	-2	1.8	8	5	4	-3
O=C(COC(=O)c1ccncc1)c1ccccc1	-3	1	3	-2	1.4	1	4	-4	-2
CCOC(=O)N1CCN(C(=O)C2CCN(S(=O)(=O)c3ccc(C)cc3)CC2)CC1	4	9	1	7	3.4	8	2	13	0
CN(CC(=O)NC(=O)NC1CCCCC1)c1ccccc1	4	-1	-3	/	/	-1	-4	/	/
COC(=O)C1CCN(Cc2c(C(=O)N3C[C@@H](C)O[C@@H](C)C3)nc3ccc(Cl)cn23)CC1	-1	2	3	3	-0.5	4	14	-1	-2
COc1ccc(N(CC(=O)Nc2ccccc2OC)S(=O)(=O)c2ccc(NC(C)=O)cc2)cc1	-7	2	1	-9	-0.3	4	1	-11	-3
COCCn1c(C)cc(C(=O)COc2ncnc3ccc(Br)cc23)c1C	-1	4	1	0	2.5	3	4	1	3
O=C(COC(=O)CSc1ccc2ccccc2c1)NC1CC1	0	11	-4	5	3.9	4	3	10	1
